# Rv3671c inh = Rv3671c (M. tuberculosis) protease inhibition. inhibition, % at 5.96 µM. P9WHR9. 320,000 tested, 0.048% active. AID 2606; in the data active means inhibition above about 38%;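 further: extracellular domain of Rv3671c used as enzyme; 0% = enzyme with DMSO and 100% = no enzyme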
# Target sequence (P9WHR9 whole entry, looked up, the tested form may be a part): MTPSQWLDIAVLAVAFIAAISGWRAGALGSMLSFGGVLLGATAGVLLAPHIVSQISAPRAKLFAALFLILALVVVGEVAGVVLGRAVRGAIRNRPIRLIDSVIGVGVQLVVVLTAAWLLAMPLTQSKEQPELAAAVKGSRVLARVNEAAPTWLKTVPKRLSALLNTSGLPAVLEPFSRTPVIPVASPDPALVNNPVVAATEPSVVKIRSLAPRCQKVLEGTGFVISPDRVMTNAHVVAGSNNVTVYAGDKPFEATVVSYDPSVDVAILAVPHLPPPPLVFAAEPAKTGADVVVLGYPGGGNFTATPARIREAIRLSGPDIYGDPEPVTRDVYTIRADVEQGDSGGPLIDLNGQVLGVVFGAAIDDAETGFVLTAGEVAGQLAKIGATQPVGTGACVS
# VHR inh abs = DUSP3 (human) phosphatase inhibition | P51452 | recombinant VHR phosphatase, pNPP absorbance | inhibition, % at 13.3 µM | 290,000 tested, 0.52% active | AID 1654; in the data active means inhibition above about 50%; further: some compounds called inactive have numbers as strong as hits
# Target sequence (P51452 whole entry, looked up): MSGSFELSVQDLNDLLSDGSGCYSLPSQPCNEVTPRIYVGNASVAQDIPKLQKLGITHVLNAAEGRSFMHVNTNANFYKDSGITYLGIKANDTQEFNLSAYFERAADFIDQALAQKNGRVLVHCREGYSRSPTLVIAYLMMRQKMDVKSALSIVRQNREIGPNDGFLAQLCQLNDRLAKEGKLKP
# 3CLpro inhibitor = SARS-CoV 3CLpro protease inhibition | P0C6X7 | recombinant SARS-CoV 3CLpro, quenched FRET peptide cleavage | inhibition, % at 6 µM | 290,000 tested, 0.14% active; in the data active means inhibition above about 12%
# PrPC TRFRET = inhibitors of human cell surface prion protein PrPC; TR-FRET read-out; inhibition, % at 13.8 µM; 370,000 tested, 0.43% active; AID 720596; in the data active means inhibition above about 24%; further: 0% = median of the test wells and 100% = reference compound wells
# BoNT-A LC inh2 = inhibitors of Botulinum neurotoxin A light chain protease; 360,000 tested, 0.17% active; multiplex microsphere protease substrate cleavage, flow cytometry; inhibition, % at 10 µM; AID 588499; further: plate controls were buffer without enzyme for full effect and enzyme alone for no effect
# MazEF act = MazEF (E. coli) toxin RNase activation; P0AE70; FAM/BHQ RNA-DNA oligo cleavage fluorescence, 5 h; activation, % at 20 µM; 350,000 tested, 0.32% active; in the data active means activation above about 50%
# Target sequence (P0AE70 whole entry, looked up): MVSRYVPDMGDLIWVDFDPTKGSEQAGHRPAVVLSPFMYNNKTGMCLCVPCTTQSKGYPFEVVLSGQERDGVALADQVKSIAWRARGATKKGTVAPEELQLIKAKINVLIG
# PriA SSB inh = blocks PriA binding to SSB C-terminal tail; AlphaScreen SSBct-PriA binding, biotinylated peptide; 430,000 tested, 0.6% active; inhibition, % at 33 µM; in the data active means inhibition mostly above about 37%, no sharp cut-off; inactive means mostly below about 20%;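 further: plate controls were negative control peptide for no effect and reference peptide for full effect; strong numbers were not always called active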
# CCHF vOTU inh = blocks the CCHF virus ovarian tumor domain protease | CCHFV vOTU protease, Pep-AMC fluorescence | inhibition, % at 11.5 µM | 370,000 tested, 0.55% active | AID 651958; in the data active means inhibition above about 30%; further: 0% = vehicle wells with enzyme and 100% = no enzyme wells
# Anthrax LF prot = inhibitors of Bacillus anthracis lethal factor protease; P15917; multiplex microsphere protease cleavage assay, LF; inhibition, % at 10 µM; 360,000 tested, 0.12% active; AID 588501; further: plate controls were buffer without enzyme for full effect and enzyme alone for no effect
# BoNT F protease = inhibitors of Botulinum neurotoxin F light chain protease | Multiplex microsphere protease cleavage assay, flow cytometry | inhibition, % at 10 µM | 360,000 tested, 0.22% active; in the data active means inhibition above about 35%, passing the limit was not always enough; inconclusive means no clear call, values can overlap the other calls; further: plate controls were buffer without enzyme for full effect and enzyme alone for no effect
# The depositor's hits bear a star; ? = inconclusive; · = no result given. Unless noted, no stated cut-off is given here; in the data, active means inhibition above about 30%; inconclusive means no clear call, values can overlap the other calls; inactive means below that. Not all compounds are listed. The share of hits here may be higher or lower than overall.
1	Clc1ccc(N/N=C/c2cccs2)nn1
2	Cc1ccc(OCC(=O)Nc2cccc(-c3nnc(-c4ccccc4)o3)c2)cc1
3	Cc1noc(C)c1COC(=O)C1COc2ccccc2O1 (centres undefined)
4	Cc1[nH]c(=S)c(C#N)c(-c2ccco2)c1C(=O)N(C)C
5	CCOC(=O)/C(C#N)=C\c1c(C)cc(C)c(COC(C)=O)c1C
6	Cc1nc([N+](=O)[O-])c(Br)n1Cc1ccccc1
7	O=c1oc(/C=C/c2ccccc2)nc2sc3c(c12)CCC3
8	Cn1c(CCN2CCOCC2)nc2cc(NC(=O)c3cccs3)ccc21
screen / no.,1,2,3,4,5,6,7,8
Rv3671c inh,-6,-74,19,5,-6,9,-4,5
VHR inh abs,18,26,33,22,0,37,31,30
3CLpro inhibitor,1,1,-6,4,1,3,2,-1
PrPC TRFRET,-9,2,5,-2,0,-13,-2,4
BoNT-A LC inh2,1.6,1.0,0.7,0.1,-0.3,?,0.2,-1.0
MazEF act,5,-16,5,-5,-17,4,324*,-1
PriA SSB inh,·,0,2,-3,-9,-6,-5,9
CCHF vOTU inh,8,-2,-7,6,13,5,8,7
Anthrax LF prot,0,1,-1,3,-21,4,1,-6
BoNT F protease,-6,-11,22,-2,-5,?,-8,-7

9	CCC(=NCC1CCCO1)c1c(O)n(-c2ccccc2C)c(=O)[nH]c1=O (centres undefined)
10	CC(C(=O)NCC1CCCCC1)N1CCc2ccccc2C1 (centres undefined)
11	CCC(=O)N1CCCC(C)(C(=O)Nc2ccc3scnc3c2)C1 (centres undefined)
12	CC(C)c1nnc(NC(=O)c2cccs2)s1
13	CC1(c2nnc(-c3ccc(Cl)cc3)o2)CC(c2cccnc2)=NO1 (centres undefined)
14	Cn1cnnc1SCC(=O)Nc1ccc(S(=O)(=O)N2CCCC2)cc1
15	O=C(NC1=NCCS1)c1ccccc1Br
16	C=C[C@@]12CN(C)[C@H]3[C@H]1[C@@]1(C(=O)Nc4ccccc41)C1CC2[C@@H]3CO1
screen / no.,9,10,11,12,13,14,15,16
Rv3671c inh,3,-1,·,9,8,-2,-2,2
VHR inh abs,-3,38,·,5,·,15,·,·
3CLpro inhibitor,5,4,·,-4,·,-8,·,·
PrPC TRFRET,-1,2,2,-11,0,0,6,7
BoNT-A LC inh2,·,-1.0,0.2,-0.7,0.0,-0.3,-0.1,-0.2
MazEF act,5,4,·,0,4,6,6,5
PriA SSB inh,-3,-5,·,-4,-1,-10,-3,6
CCHF vOTU inh,2,0,10,8,3,-4,2,8
Anthrax LF prot,·,1,-7,3,1,-5,-24,-4
BoNT F protease,·,3,3,-7,-6,-1,-18,-7

17	CCCCCCN(C(=O)CCCCCN1C(=O)NC(c2ccc(-c3ccccc3)cc2)C(C(=O)OCc2ccccc2)=C1C)C(C(=O)NCCCC)c1ccc(OCC(=O)OC)c(C(=O)OC)c1 (centres undefined)
18	Cc1cc(Cl)ccc1OCC(=O)OCC(=O)N(CC(C)C)c1c(N)n(Cc2ccccc2)c(=O)[nH]c1=O
19	N/C(Cc1ccc(Cl)cc1Cl)=N\OC(=O)c1cccs1
20	COc1ccc(Br)cc1CNCCc1ccc2c(c1)OCO2
21	S=C(NCCc1ccccc1)NC1CCC(NC(=S)NCCc2ccccc2)CC1 (centres undefined)
22	COc1ccccc1NC(=O)Cc1nnc(SCC(=O)NC2CCCCC2)n1C
23	COc1cc(CNCc2ccccn2)ccc1OCc1ccc(Cl)cc1Cl
24	COc1ccccc1Nc1cc(C)nc2c(C)ccc([N+](=O)[O-])c12
screen / no.,17,18,19,20,21,22,23,24
Rv3671c inh,-6,-7,-1,-1,3,-4,-2,10
VHR inh abs,11,·,16,·,-17,22,30,6
3CLpro inhibitor,·,·,-1,·,3,-5,3,-4
PrPC TRFRET,2,-8,1,1,1,2,3,11
BoNT-A LC inh2,·,29,0.4,?,0.2,0.3,-0.8,-0.1
MazEF act,·,-2,0,10,3,4,0,0
PriA SSB inh,·,-18,·,-1,-2,-2,11,25
CCHF vOTU inh,13,7,-2,-4,-5,21,-1,-1
Anthrax LF prot,·,?,-2,2,-7,-1,3,-3
BoNT F protease,·,?,15,?,-5,3,-4,1

25	CN1c2ccccc2Oc2nnc(Cl)cc21
26	COc1ccc([N+](=O)[O-])cc1NC(=O)CSCc1ccccc1C
27	CC(Sc1ccc2ccccc2c1)C(=O)NC(N)=O (centres undefined)
28	Cn1cccc1C(=O)NC(=O)COC(=O)CNC(=O)c1ccc(Cl)cc1Cl
29	COc1ccc(OC)c(/C=N/NC(=O)c2ccncc2)c1
30	CCC(Oc1ccc(Br)cc1Cl)C(=O)Nc1nnc(C2CC2)s1 (centres undefined)
31	CC1CCCCC1NC(=O)CSc1nnc(-c2ccccc2)n1N (centres undefined)
32	Cc1nn(CC(=O)c2cccc(Cl)c2)c(C)c1[N+](=O)[O-]
screen / no.,25,26,27,28,29,30,31,32
Rv3671c inh,5,-10,7,-5,1,-8,0,-12
VHR inh abs,12,21,17,-6,36,-13,6,30
3CLpro inhibitor,1,-1,5,-2,0,2,0,-2
PrPC TRFRET,-6,-6,24,·,-4,-3,1,2
BoNT-A LC inh2,0.2,-0.4,1.0,1.0,·,-1.5,-1.9,-0.1
MazEF act,0,12,-4,6,6,-5,6,-4
PriA SSB inh,-8,-7,-5,-2,·,-7,-5,-7
CCHF vOTU inh,-48,8,-8,·,3,6,1,-5
Anthrax LF prot,-1,-2,1,-6,·,0,-3,3
BoNT F protease,-3,-6,3,-1,·,-12,3,-1

33	CC1(c2ccc(OC(F)F)cc2)NC(=O)N(CC(=O)Nc2ccc3[nH]c(=O)[nH]c3c2)C1=O (centres undefined)
34	COc1ccccc1/C=C/C(=O)NC(=S)Nc1ccccn1
35	CCCN(CCC)S(=O)(=O)c1cc2c3c(c1)CCN3C(=O)CC2
36	CCOC(=O)N/N=C(\C)c1ccc(Br)cc1
37	Brc1ccccc1CNCCc1ccc2c(c1)OCO2
38	CCOC(=O)N1CCN(c2ncnc3c2[nH]c2ccc(OC)cc23)CC1
39	O=C(CN(Cc1ccccc1)C(=O)c1csnn1)NCc1ccc2c(c1)OCO2
40	O=C(NCC1CCCO1)c1cn(-c2ccccc2)nc1-c1ccccc1 (centres undefined)
screen / no.,33,34,35,36,37,38,39,40
Rv3671c inh,-2,-54,0,0,-1,0,-3,-1
VHR inh abs,·,-1,-4,0,27,19,35,12
3CLpro inhibitor,·,-5,1,1,3,-5,4,-1
PrPC TRFRET,-2,2,6,9,-4,2,-8,-2
BoNT-A LC inh2,7.6,-1.7,0.5,0.2,0.7,-3.0,-2.8,-0.5
MazEF act,5,4,3,3,1,-6,-10,1
PriA SSB inh,-1,-19,4,·,-13,-3,-10,-27
CCHF vOTU inh,-1,2,3,2,-8,-44,7,-6
Anthrax LF prot,?,2,0,-2,-5,-5,12,6
BoNT F protease,-4,-16,5,-1,0,-34,-14,-5

# Molecules shown so far containing bromine:
6	Cc1nc([N+](=O)[O-])c(Br)n1Cc1ccccc1
15	O=C(NC1=NCCS1)c1ccccc1Br
20	COc1ccc(Br)cc1CNCCc1ccc2c(c1)OCO2
30	CCC(Oc1ccc(Br)cc1Cl)C(=O)Nc1nnc(C2CC2)s1 (centres undefined)
36	CCOC(=O)N/N=C(\C)c1ccc(Br)cc1
37	Brc1ccccc1CNCCc1ccc2c(c1)OCO2
screen / no.,6,15,20,30,36,37
Rv3671c inh,9,-2,-1,-8,0,-1
VHR inh abs,37,·,·,-13,0,27
3CLpro inhibitor,3,·,·,2,1,3
PrPC TRFRET,-13,6,1,-3,9,-4
BoNT-A LC inh2,?,-0.1,?,-1.5,0.2,0.7
MazEF act,4,6,10,-5,3,1
PriA SSB inh,-6,-3,-1,-7,·,-13
CCHF vOTU inh,5,2,-4,6,2,-8
Anthrax LF prot,4,-24,2,0,-2,-5
BoNT F protease,?,-18,?,-12,-1,0

# Further results follow:
41	O=C1c2ccccc2NC2(CCCC2)N1O
42	CCOC(=O)c1ccc(NC(=O)c2ccc(NS(C)(=O)=O)cc2)cc1
43	Oc1ccccc1CN1CCC(C(O)(c2ccccc2)c2ccccc2)CC1
44	CC(CC12CC3CC(CC(C3)C1)C2)NCc1ccccc1O (centres undefined)
45	CC(C)=N/N=C1/NC(=O)C(Cc2ccccc2)S1 (centres undefined)
46	COc1cc2c(cc1OC)CN(c1nc(CN3CCOCC3)nc3sc4c(c13)CCC(C)C4)CC2 (centres undefined)
47	COc1ccc(S(=O)(=O)NCC2CCCO2)cc1NC(=O)c1ccccc1 (centres undefined)
48	Cc1cccc(-c2oc3ccccc3c2C#CCCO)c1
screen / no.,41,42,43,44,45,46,47,48
Rv3671c inh,2,-5,-8,-2,4,-2,-7,-7
VHR inh abs,4,8,20,22,5,7,6,1
3CLpro inhibitor,-1,2,3,1,1,-3,-6,1
PrPC TRFRET,4,5,0,-4,1,-6,7,0
BoNT-A LC inh2,-0.6,-1.2,0.0,4.2,0.6,1.9,0.7,0.0
MazEF act,15,-1,5,25,7,-13,0,-6
PriA SSB inh,-27,0,8,1,·,16,-7,-21
CCHF vOTU inh,2,4,3,15,12,11,-6,8
Anthrax LF prot,-2,-3,-1,-5,-1,1,5,3
BoNT F protease,-2,-18,5,-19,?,4,5,2

49	O=C(NCCc1ccc(Cl)cc1)C1CCN(C(=O)c2ccc(F)cc2)CC1
50	O=C(Nc1ccc(N2CCOCC2)cc1)c1ccc(S(=O)(=O)N2CCCCC2)cc1
51	CCc1noc(C)c1C(=O)NCCc1ccc(OC)c(OC)c1
52	COc1ccc(-c2cc3cccc(OC)c3oc2=O)cc1
53	O=C(Nc1ncc(S(=O)(=O)c2ccc([N+](=O)[O-])cc2)s1)c1cccc2ccccc12
54	CC1Cc2nc(SCC(=O)N3CCCCC3)n(C)c(=O)c2S1 (centres undefined)
55	C[C@H](CO)N1C[C@H](C)[C@@H](CN(C)C(=O)Oc2ccccc2)OCc2cnnn2CCCC1=O
56	C=CCOC(=O)C1=C(C)NC(SCC(=O)Nc2nccs2)=C(C#N)C1c1cccs1 (centres undefined)
57	O=S(=O)(Oc1ccccc1-c1ccccc1)c1ccccc1
58	O=C(Oc1ccc(N(Cc2cccs2)C2=NS(=O)(=O)c3ccccc32)cc1)c1ccc(Cl)cc1
59	COC(=O)c1cc(-c2ccc3c(c2)OCO3)nc2ccccc12
screen / no.,49,50,51,52,53,54,55,56,57,58,59
Rv3671c inh,10,-10,0,-1,-19,·,·,-30,·,-4,-6
VHR inh abs,25,12,19,10,9,·,·,25,·,-1,15
3CLpro inhibitor,-3,-1,-1,4,4,·,·,-1,·,1,6
PrPC TRFRET,-7,-3,-4,-17,6,0,8,-2,-9,-3,-1
BoNT-A LC inh2,0.5,0.4,?,-0.3,-0.3,0.1,-0.6,0.1,-0.6,0.0,3.5
MazEF act,-7,7,1,4,6,6,1,0,-14,-9,-10
PriA SSB inh,-6,0,-15,-38,-7,·,·,0,-26,-3,-55
CCHF vOTU inh,1,-8,-2,-33,-4,2,4,6,20,3,6
Anthrax LF prot,0,-2,-2,12,-1,-5,-6,-6,-5,0,-6
BoNT F protease,-2,1,1,1,-3,6,-4,3,-2,-15,0
